CHO parental Ca: counter-screen for OX1R antagonists: effect in parental CHO cells. parental CHO-K1, ATP-induced calcium, Fluo-8 fluorescence. inhibition, % at 5.6 µM. 330,000 tested, 0.63% active;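 active = inhibition above that plate's mean sample inhibition plus 3 SD, cut at about 26% in these data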;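 note: 0% = ATP-challenged DMSO wells and 100% = DMSO wells without ATP; some compounds past the cut are filed as inactive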
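material = parental CHO cells | also added = ATP as calcium-mobilizing challenge | dosing = single point at 5.6 µM | detection = intracellular calcium via Fluo-8 no-wash fluorescent dye | read-out = % inhibition | benchmarks = low control ATP plus DMSO, high control DMSO only | repeats = one well per compound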
OXTR potentiator: potentiates the human oxytocin receptor response; P30559; CHO-OTR cells, Fluo-8 calcium fluorescence, potentiator mode; 0% = oxytocin EC15, 100% = EC100; activation, % at 3 µM; 320,000 tested, 0.061% active;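 active = activation above that plate's cutoff, the mean activation of tested compounds plus 3 SD, cut at about 6.6% in these data, passing the limit was not always enough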;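 note: 100% uses oxytocin at 75 nM as the full agonist control; some results filed as inactive read as strong as hits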
Target sequence (P30559 whole entry, looked up): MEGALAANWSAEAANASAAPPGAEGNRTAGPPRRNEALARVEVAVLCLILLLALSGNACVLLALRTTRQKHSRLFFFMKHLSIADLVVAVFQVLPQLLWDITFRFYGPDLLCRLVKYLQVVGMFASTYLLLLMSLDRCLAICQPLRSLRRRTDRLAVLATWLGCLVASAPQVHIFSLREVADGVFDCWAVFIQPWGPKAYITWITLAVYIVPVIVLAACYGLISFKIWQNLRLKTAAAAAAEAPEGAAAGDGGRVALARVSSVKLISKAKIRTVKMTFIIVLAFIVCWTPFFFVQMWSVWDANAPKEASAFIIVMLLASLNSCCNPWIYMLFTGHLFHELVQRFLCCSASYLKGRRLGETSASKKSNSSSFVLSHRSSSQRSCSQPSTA
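Assay system: CHO-OTR cells, human receptor / Also added: oxytocin at about EC15, sub-maximal agonist stimulus / Dosing: single dose, 3.0 µM nominal final compound concentration / Incubation: 6 min pre-incubation, 100 s read / Technique: Fluo-8 calcium dye fluorescence / Read-out: % activation vs EC15 and EC100 oxytocin / Benchmarks: EC15 oxytocin low, 75 nM oxytocin high / Replicates: singlicate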
CHRM1 agonist: activates human CHRM1 receptor; CHO-K1 hM1, Fluo-8 calcium fluorescence, agonist mode; 0% DMSO, 100% acetylcholine EC100; AID 588814; activation, % at 3 µM; 360,000 tested, 0.33% active; P11229;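 active = activation above the run's mean compound activation plus 3 SD, cut at about 16% in these data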;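 note: peak over basal fluorescence ratio within a 140 s kinetic read after compound addition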
OXTR ag: activates the human oxytocin receptor; activation, % at 3 µM; P30559; CHO-OTR cells, Fluo-8 calcium fluorescence; normalized: DMSO 0%, oxytocin 100%; 320,000 tested, 0.32% active;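 active = activation above the mean of all tested compounds plus 3 SD, cutoff set per screening run, cut at about 20% in these data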;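 note: peak over basal fluorescence ratio from a 100 s FLIPR kinetic read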
TAAR1 ag: agonists of human TAAR1. Q96RJ0. CHO RD-HGA16 TAAR1, Fluo-8 calcium fluorescence; vehicle wells 0%, saturating PEA agonist 100%. activation, % at 3 µM. 360,000 tested, 0.99% active. AID 624467;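 active = activation above the mean activation of all test compounds in the run plus 3 SD, cut at about 38% in these data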
Target sequence (Q96RJ0 whole entry, looked up): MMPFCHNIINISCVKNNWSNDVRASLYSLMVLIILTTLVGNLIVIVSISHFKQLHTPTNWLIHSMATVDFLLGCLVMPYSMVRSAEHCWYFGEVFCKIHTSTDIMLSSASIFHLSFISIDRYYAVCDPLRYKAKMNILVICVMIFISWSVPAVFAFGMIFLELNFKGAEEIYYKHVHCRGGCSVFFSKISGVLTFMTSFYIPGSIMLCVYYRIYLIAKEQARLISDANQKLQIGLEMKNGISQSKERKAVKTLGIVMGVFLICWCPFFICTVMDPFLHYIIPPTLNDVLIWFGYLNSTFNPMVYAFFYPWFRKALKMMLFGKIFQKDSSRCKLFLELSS
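test system = CHO RD-HGA16 cells carrying human TAAR1 plus Gα16 | schedule = 17-24 h seeding, 75 min 37 °C dye, 30 min RT | compound dosing = 3 µM single concentration | control set = DMSO and PEA EC100 | replicates = n 1 | signal = Fluo-8 fluorescence, 5 s baseline then 140 s kinetic read | measure = percent activation vs PEA EC100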
TAAR1 antag: human TAAR1 antagonism; Q96RJ0; inhibition, % at 3 µM; CHO RD-HGA16 TAAR1, Fluo-8 calcium fluorescence, antagonist; 360,000 tested, 1.5% active;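 active = inhibition above a per-plate cutoff, the mean inhibition of test compounds on that plate plus 3 SD, cut at about 49% in these data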;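 note: 0% = DMSO plus EC80 beta-PEA response and 100% = DMSO alone without agonist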
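System: RD-HGA16 CHO cells with stable hTAAR1 and Gα16 | Probe or stimulus: EC80 β-phenethylamine stimulus | Dosing: 3 µM, single point | Times: Dye loading 75 min at 37 °C, then 30 min room temperature | Measured by: Fluo-8 calcium-sensitive fluorescence | Read-out basis: % inhibition of agonist calcium response | Replicates: n of 1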
M1 PAM: positive allosteric modulators of human M1 muscarinic receptor. P11229. CHO-K1 hM1, Fluo-8 calcium fluorescence, ACh EC20; 0% = ACh EC20, 100% = maximal ACh. activation, % at 3 µM. 360,000 tested, 0.088% active. AID 588819; in the data active = activation above about 19%, passing the limit was not always enough
V1R ag counter: counter-screen for oxytocin receptor agonists: human V1a receptor agonists; P37288; CHO-V1R cells, Fluo-8 calcium fluorescence, agonist mode; 0% DMSO, 100% 3 nM vasopressin; activation, % at 3 µM; 320,000 tested, 0.25% active; AID 2797;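 active = activation above the mean activation of all tested compounds plus 3 SD, per screening run, cut at about 20% in these data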;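 note: signal is peak over basal fluorescence ratio across a 100 second FLIPR read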
CHRM1 antagonist: human CHRM1 antagonism | inhibition, % at 3 µM | 360,000 tested, 1.3% active | CHO-K1 hM1, Fluo-8 calcium fluorescence, ACh EC80 antagonist;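 active = percent inhibition above its own plate's cutoff, namely the mean of that plate's compound wells plus 3 SD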;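 note: peak over basal fluorescence ratio during 140 s after agonist addition; 0% = ACh EC80 plus DMSO and 100% = DMSO alone without agonist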
* = called active by the depositor; · = not tested or not shown.

SMILES | CHO parental Ca | OXTR potentiator | CHRM1 agonist | OXTR ag | TAAR1 ag | TAAR1 antag | M1 PAM | V1R ag counter | CHRM1 antagonist
CCN(CC)CCN(C(=O)c1ccc2c(c1)CCCC2)c1nc2ccc(F)cc2s1 | -9 | -3 | -6 | -0.5 | 4 | -25 | -2 | 0.9 | 9
CCCN(CCC)CCNC(=O)c1cc2c(=O)n(C)c3ccccc3c2n1C | -4 | 4 | -9 | -0.9 | 1 | -5 | 13 | -0.7 | -17
O=C(Nc1nnc(-c2ccccc2)o1)c1cccc(S(=O)(=O)N2CCOCC2)c1 | 2 | 4 | -4 | 0.0 | 2 | -1 | 4 | 0.7 | -6
Cc1ccc(N2C(=O)N(CC(=O)N3c4ccccc4CC3C)C(=O)C2C)cc1 (stereo not drawn) | · | · | -3 | · | -2 | -36 | 8 | · | -13
O=[N+]([O-])c1ccc(COc2cccc(CN3CCOCC3)c2)cc1 | · | · | -5 | · | 1 | 23 | -2 | · | -10
Cc1cccc2cc3c(N)c(C(=O)Nc4ccc(N5CCOCC5)cc4)sc3nc12 | 0 | -13 | 1 | 14 | 5 | 8 | -12 | 11 | 15
CCn1cc(S(=O)(=O)CC(=O)Nc2ccc(OC)cc2)c2ccccc21 | -8 | -5 | 10 | -1.0 | 0 | -13 | 23 | -0.4 | 0
CCOC(=O)C(CCCP(=O)(c1ccccc1)c1ccccc1)(NC(C)=O)C(=O)OCC | -9 | 6 | -4 | 0.8 | 9 | -39 | 3 | 0.8 | -4
COC(=O)C(CC(C)C)NC(=O)c1cc(OC)c(OC)c(OC)c1 (stereo not drawn) | -19 | -7 | -4 | -0.7 | 1 | 0 | 9 | -0.9 | -9
Cn1c(SCc2c(F)cccc2Cl)nc2c(c1=O)SCC2 | -3 | -8 | -8 | -1.1 | 1 | 6 | -6 | 0.0 | 12
O=[N+]([O-])CC(c1ccccc1)P(=O)(c1ccccc1)c1ccccc1 (stereo not drawn) | -24 | -6 | -9 | -1.8 | -1 | -9 | -3 | 1.4 | 4
CCOc1ccc2c(c1)C(N(CCN1CCOCC1)C(=O)Nc1ccc(OC)cc1OC)CC(C)(C)O2 (stereo not drawn) | -13 | -2 | -4 | -0.1 | -1 | -35 | 7 | -0.1 | -16
O=C(NCc1ccccn1)c1ccc(=O)oc1 | -1 | -3 | -1 | 0.5 | 15 | 2 | 1 | -1.1 | 9
COc1ccc(-c2nc3ncccn3c2Nc2ccc3c(c2)OCCO3)cc1 | · | · | -3 | · | 4 | 3 | -1 | · | -11
CN(CC(=O)Nc1cccc(F)c1)C(=O)c1cc(-c2cccs2)nn1-c1ccccc1 | -26 | 6 | -4 | -1.5 | 11 | 46 | -2 | 0.5 | -7
Cc1ccc(OCCSc2ncnc3nc[nH]c23)cc1 | -7 | -13 | 1 | 7.1 | 3 | 8 | 4 | 7.1 | -4
CCC(=O)Nc1c(-c2cccs2)c(=O)c2ccccc2n1C | 6 | -13 | -1 | 0.8 | 9 | -14 | 1 | -0.2 | -5
O=C(CN1CCN(Cc2ccccc2)CC1)c1ccc(Br)cc1 | · | · | -7 | · | 5 | 6 | -3 | · | 2
O=S1(=O)CCOC[C@H](Cc2ccccc2)N1Cc1ccccc1Br | · | · | -4 | · | 6 | 5 | 2 | · | -2
Cc1ccnc(NS(=O)(=O)c2ccc(NC(=O)CCc3ccccc3)cc2)n1 | 6 | -9 | -2 | -0.1 | -4 | 23 | 14 | 0.3 | -9
Cc1ccc(S(=O)(=O)N2CCN(c3cc4c(cc3[N+](=O)[O-])n(C)c(=O)n4C)CC2)cc1 | -10 | -14 | 0 | 12 | 18 | 39 | -22 | 10 | 52*
Cc1ccc(S(=O)c2ccc(NC(=O)C3CC3)cc2C#N)cc1 (stereo not drawn) | 9 | -30 | 2 | 14 | 9 | 1 | -7 | 11 | -3
CC(=O)Nc1ccc(C(=O)N2CC(=O)NC(=O)C2)cc1 | -3 | -7 | -2 | 0.2 | 1 | -13 | 8 | -1.3 | -13
CC1(C)NC(=O)N(CC(=O)OCC(=O)Nc2sccc2C#N)C1=O | -1 | -6 | -2 | 0.2 | 6 | 12 | 6 | -0.1 | -5
O=C(NCc1ccccc1)c1cc(C2CCCCN2S(=O)(=O)c2cccc3cccnc23)on1 (stereo not drawn) | · | · | -6 | · | 1 | -18 | 8 | · | -17
CC(=O)Nc1ccc(S(=O)(=O)NCCCN2CCOCC2)cc1 | 0 | -9 | -3 | 0.1 | 0 | -7 | 4 | 0.3 | 2
O=C(O)C1CCN(C(=O)NC2CCCCC2)CC1 | -4 | -13 | -1 | 0.3 | 19 | -16 | -2 | 0.3 | 19
C/C(=N\NC(=S)Nc1ccccc1C)C1Cc2ccccc2C(=O)O1 (stereo not drawn) | -21 | -5 | 0 | -0.7 | 3 | -16 | 8 | -0.7 | -9
CCCCn1c(N)c(N(CCOC)C(=O)COC(=O)c2cc(CCC)c(C)s2)c(=O)[nH]c1=O | -2 | -9 | -2 | -0.9 | 2 | -21 | 13 | -0.1 | -14
COc1cc(OC)nc(NC(=O)CS(=O)(=O)c2ccccc2)n1 | -6 | -18 | -1 | -0.4 | 4 | -4 | 9 | 0.1 | -10
Cc1c(NC(=O)C(C)OC(=O)COc2ccc(C#N)cc2)c(=O)n(-c2ccccc2)n1C (stereo not drawn) | -14 | 4 | -4 | -0.6 | 1 | -52 | 7 | -0.1 | -5
O=C(Cn1c(=O)oc2ccccc21)Nc1ccc(F)cc1 | 13 | -12 | -4 | -0.9 | 1 | -12 | -5 | 0.3 | 6
[O-][n+]1onc2c1CCc1nnccc1-2 | -2 | -1 | -3 | -0.2 | 6 | 11 | 12 | -0.4 | -16
Clc1ccc(CN2CCN(c3ccccc3)CC2)cn1 | -23 | -20 | -4 | -1.0 | 2 | -9 | -5 | -1.2 | 1
O=C(Nc1nncs1)c1ccccc1Br | -5 | -12 | -3 | 0.0 | 4 | 6 | 8 | 0.3 | -13
NS(=O)(=O)c1ccc(CCNC(=O)c2ccc3c(c2)N(Cc2ccccc2)CCS3)cc1 | -7 | -13 | 0 | 3.7 | 8 | 83* | -14 | 2.4 | 37*
COc1ccc(-c2csc(C(C)(O)c3ccc(F)c(F)c3)n2)cc1OC (stereo not drawn) | · | · | -3 | · | -1 | -6 | 4 | · | -11
C#CC[N+](C)(C)CC#Cc1ccc(C)cc1 | -7 | -1 | -5 | 0.4 | 8 | 14 | 8 | 0.9 | -4
COc1cccc(C(=O)OC(C)C(=O)Nc2ccc3c(c2)OCO3)c1 (stereo not drawn) | -4 | -5 | -4 | -0.4 | 3 | -16 | -5 | -0.1 | 10
Cc1ccsc1C(=O)NNC(=O)c1ccncc1 | · | · | -1 | · | 1 | -16 | 12 | · | -17

Next section (4 carried over from the part before).
SMILES | CHO parental Ca | OXTR potentiator | CHRM1 agonist | OXTR ag | TAAR1 ag | TAAR1 antag | M1 PAM | V1R ag counter | CHRM1 antagonist
COc1ccc(-c2csc(C(C)(O)c3ccc(F)c(F)c3)n2)cc1OC (stereo not drawn) | · | · | -3 | · | -1 | -6 | 4 | · | -11
C#CC[N+](C)(C)CC#Cc1ccc(C)cc1 | -7 | -1 | -5 | 0.4 | 8 | 14 | 8 | 0.9 | -4
COc1cccc(C(=O)OC(C)C(=O)Nc2ccc3c(c2)OCO3)c1 (stereo not drawn) | -4 | -5 | -4 | -0.4 | 3 | -16 | -5 | -0.1 | 10
Cc1ccsc1C(=O)NNC(=O)c1ccncc1 | · | · | -1 | · | 1 | -16 | 12 | · | -17
O=C(COC(=O)C1CC2C=CC1C2)NCCc1ccccc1 (stereo not drawn) | 10 | -12 | -2 | -1.1 | 8 | 14 | 5 | -1.1 | 0
CCOc1ccc(C(C(=O)NC2CCCCC2)N(C(=O)c2csnn2)C2CC2)cc1 (stereo not drawn) | -19 | -4 | -1 | -1.0 | 0 | -5 | 12 | 0.9 | 3
COC(=O)CNC(=O)c1ccc2c(c1)S(=O)(=O)c1ccccc1C2=O | -4 | -6 | -3 | -0.3 | 10 | 7 | 3 | 0.0 | 1
C[C@H](CO)N1C[C@H](C)[C@H](CN(C)S(=O)(=O)c2ccccc2)Oc2c(NS(C)(=O)=O)cccc2C1=O | -17 | -2 | -2 | 0.2 | 13 | -1 | 9 | 0.1 | -18
COc1cc(C(=O)Nc2ccc(C(=O)c3cccs3)cc2)cc(OC)c1OC | -19 | -4 | -5 | 0.0 | 7 | 20 | 0 | -0.3 | -3
Cc1nc2nc(-c3ccccc3)cc(=O)n2[nH]1 | -5 | -17 | -1 | -1.0 | 0 | 6 | 7 | 0.5 | -5
Nc1ncc2c(n1)-c1ccccc1CC2 | -8 | -1 | -7 | 1.1 | 0 | 3 | 4 | -0.3 | -4
Cc1cn([C@H]2C[C@H](O)[C@@H](CNC(=O)CNC(=O)CN)O2)c(=O)[nH]c1=O | · | · | -2 | · | 0 | -8 | 10 | · | -8
CC(C)(O)C#Cc1ccc(CN2CCN(Cc3ccccc3)C(CCO)C2)cc1 (stereo not drawn) | -17 | -12 | -7 | 0.8 | 10 | 4 | 4 | 1.1 | -2
COC(=O)c1ccccc1C(=O)c1cccc2ccccc12 | -14 | -1 | -5 | -2.0 | -3 | -18 | -2 | -0.7 | -4
CCCCc1nnc(NC(=O)C2CC(=O)N(c3ccc4c(c3)OCCO4)C2)s1 (stereo not drawn) | -5 | 0 | 0 | 0.8 | 1 | 0 | -3 | 0.7 | 4
O=C(NNC(=O)c1ccco1)c1cccc(Br)c1 | -7 | 2 | -2 | -0.1 | 3 | -10 | 10 | 0.4 | -5
CCOc1cc(C2C(C(=O)O)c3cc(OCC)c(OCC)cc3C(=O)N2C)ccc1O (stereo not drawn) | -3 | -15 | -2 | -0.1 | 6 | 16 | 7 | 1.9 | -24
CCN1C(=NCC(C)C)N[C@@H](c2cccc(F)c2)C(C(=O)OC)=C1C | -4 | -2 | -8 | 1.4 | 9 | -14 | 1 | 0.8 | -1
O=S1(=O)CCC(NC(=S)Nc2ccc(Cl)cc2)C1 (stereo not drawn) | 0 | -4 | -5 | 0.8 | 6 | -1 | 1 | 1.6 | -2
CC(NC(=O)c1ccc(S(=O)(=O)Nc2ccccc2Cl)cc1)c1ccncc1 (stereo not drawn) | -8 | -5 | -8 | 0.3 | 1 | -3 | 1 | 0.1 | -2
